Screens (PubChem BioAssay)
HT1080 IDH1KD tx: qHTS for induction of synthetic lethality in tumor cells producing 2HG: qHTS for the HT-1080-IDH1KD cell line; Potency, µM (highest dose often 46.1 µM), inactives show top-dose activity, negative = toxicity, hits mostly cytotoxic; AID 686971, 2013; hit rate 2% among 360,000; HT-1080 IDH1 knockdown viability, ATP luminescence, 48 h;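 also: potency is read from the fitted curve at half-maximal effect; 0% = DMSO wells and -100% = cell-free medium wells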
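In this qHTS, HT-1080 cells depleted of IDH1 are exposed for 48 h at 37 °C to compound titrations. Toxicity is scored from CellTiter-Glo luminescence, with DMSO as full viability and medium alone as none.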
SW480 rerep: A quantitative high throughput screen for small molecules that induce DNA re-replication in SW480 colon adenocarcinoma cells | hit rate 1.8% among 340,000 | SW480 DNA re-replication, Hoechst DNA content imaging, 48 h | Potency, µM (series often up to 46.1 µM), for the others: top-dose re-replication activation, most hits filed as activators | AID 624297, 2012; also: potency is read from the fitted curve at half-maximal effect; % of control where 0% means no effect; nearly all actives have a fitted effect of over 55% in size
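Image-based read-out: total Hoechst fluorescence of nuclei (405 nm excitation, 500-530 nm emission), with hits raising the fraction of high-intensity nuclei. SW480 colon cells incubated 48 hr with compounds at 37 C.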
HT1080NT lethal: qHTS for induction of synthetic lethality in tumor cells producing 2HG: qHTS for the HT-1080-NT fibrosarcoma cell line; HT-1080-NT fibrosarcoma viability, CellTiter-Glo ATP luminescence, 48 h; hit rate 1.6% among 360,000; Potency, µM (titrated, usually from 46.1 µM), without a hit: at the highest dose activity, negative = less viability, hits mostly cytotoxic; AID 686970, 2013;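 also: NT is the 2HG producing partner of a matched IDH1 knockdown line; potency is read from the fitted curve at half-maximal effect; 0% = DMSO-treated cells and -100% = media-only wells without cells; nearly all actives have a fitted effect of over 55% in size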
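750 cells/well, RPMI + 5% FBS; 2 h settle, compound pin-transfer, 48 h at 37 degrees C. CellTiter-Glo 10 min RT, luminescence. Normalized to DMSO and media-only wells.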
MCF10A rerep: A quantitative high throughput screen for small molecules that induce DNA re-replication in MCF 10a normal breast cells; hit rate 2.9% among 350,000; Potency, µM (highest dose often 46.1 µM), inactives show top-dose activity, positive = re-replication, usual class: activators; MCF 10A DNA re-replication, Hoechst nuclear intensity, 48 h; also: potency is read from the fitted curve at half-maximal effect; % of control where 0% means no effect; nearly all actives have a fitted effect of over 50% in size
ATXN2 expr inh: Primary qHTS for Inhibitors of ATXN expression. HEK-293 ATXN2-luciferase reporter, luminescence, 24 h. Potency, µM (doses to about 57 µM), for the others: at the top dose activity change, negative = inhibition, hits mostly inhibitors. hit rate 0.72% among 360,000. AID 1745845, 2022; also: potency is read from the fitted curve at half-maximal effect; % is scaled to controls: 0 for no effect and ±100 for the full control effect; nearly all actives have a fitted effect of over 55% in size
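qHTS (up to 57 uM final) was run with 24 h compound exposure of reporter cells at 37 °C. Each well was multiplexed: SteadyGlo luminescence measured ATXN2-luciferase expression after a fluorogenic Gly-Phe-AFC viability readout (25 uM final).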
WRN helicase inh: qHTS for Inhibitors of WRN Helicase | WRN helicase unwinding, fluorescent forked duplex, kinetic | Potency, µM (titrated, usually from 114 µM), without a hit: top-dose activity change, negative = inhibition, actives largely listed as inhibitors | hit rate 0.46% among 360,000 | AID 651768, 2012; also: potency is read from the fitted curve at half-maximal effect; % is scaled to controls: 0 for no effect and ±100 for the full control effect; nearly all actives have a fitted effect of over 55% in size
Target sequence (Q14191 whole entry, looked up): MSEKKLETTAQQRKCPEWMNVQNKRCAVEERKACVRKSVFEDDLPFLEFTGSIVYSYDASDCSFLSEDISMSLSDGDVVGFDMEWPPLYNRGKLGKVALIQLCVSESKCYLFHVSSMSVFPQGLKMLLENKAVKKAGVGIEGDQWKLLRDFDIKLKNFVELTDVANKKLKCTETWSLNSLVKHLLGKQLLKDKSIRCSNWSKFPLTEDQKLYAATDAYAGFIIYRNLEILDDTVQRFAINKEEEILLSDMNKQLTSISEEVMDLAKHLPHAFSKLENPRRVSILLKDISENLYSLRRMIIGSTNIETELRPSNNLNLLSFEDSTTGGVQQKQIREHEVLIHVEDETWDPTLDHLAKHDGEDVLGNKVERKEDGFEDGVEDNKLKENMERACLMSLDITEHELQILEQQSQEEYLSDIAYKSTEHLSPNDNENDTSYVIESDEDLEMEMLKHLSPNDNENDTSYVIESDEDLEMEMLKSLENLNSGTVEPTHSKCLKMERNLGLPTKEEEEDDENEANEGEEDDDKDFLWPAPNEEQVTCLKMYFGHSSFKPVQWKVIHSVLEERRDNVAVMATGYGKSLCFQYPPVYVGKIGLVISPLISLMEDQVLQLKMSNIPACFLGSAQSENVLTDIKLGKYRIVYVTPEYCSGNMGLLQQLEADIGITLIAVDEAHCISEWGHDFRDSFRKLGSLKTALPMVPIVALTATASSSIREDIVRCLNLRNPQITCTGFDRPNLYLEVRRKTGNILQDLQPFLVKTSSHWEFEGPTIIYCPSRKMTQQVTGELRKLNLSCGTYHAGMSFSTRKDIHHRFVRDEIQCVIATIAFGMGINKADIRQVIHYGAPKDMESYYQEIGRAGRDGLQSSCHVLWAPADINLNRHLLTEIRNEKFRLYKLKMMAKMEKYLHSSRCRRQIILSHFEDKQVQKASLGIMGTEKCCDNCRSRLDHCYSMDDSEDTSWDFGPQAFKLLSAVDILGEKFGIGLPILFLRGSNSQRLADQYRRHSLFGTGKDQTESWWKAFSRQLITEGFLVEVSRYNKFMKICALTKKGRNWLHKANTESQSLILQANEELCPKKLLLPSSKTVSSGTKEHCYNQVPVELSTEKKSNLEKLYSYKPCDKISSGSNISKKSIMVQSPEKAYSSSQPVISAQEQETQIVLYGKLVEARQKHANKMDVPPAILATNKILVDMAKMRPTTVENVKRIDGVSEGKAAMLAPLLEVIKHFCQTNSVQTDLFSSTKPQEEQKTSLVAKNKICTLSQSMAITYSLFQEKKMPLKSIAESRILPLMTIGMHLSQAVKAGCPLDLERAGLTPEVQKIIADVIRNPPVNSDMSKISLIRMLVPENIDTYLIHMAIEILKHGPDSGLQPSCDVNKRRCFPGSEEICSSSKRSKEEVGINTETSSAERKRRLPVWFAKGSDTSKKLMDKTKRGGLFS
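Screening of the MLSMR collection measured strand separation of a quenched forked DNA duplex (100 nM) by 20 nM WRN with 2 mM ATP, all final. Compounds were preincubated with enzyme 15 min at room temperature.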
KB-3-1 tox: qHTS assay for MDR1-selective chemotherapeutics: Primary screen using the parental adenocarcinoma cell KB-3-1; KB-3-1 viability, CellTiter-Glo ATP luminescence, 72 h; Potency, µM (top dose mostly 46.1 µM), inactives show at the top dose activity change, negative = cytotoxic, hits mostly cytotoxic; hit rate 1.4% among 400,000; AID 1347075, 2019; also: potency is read from the fitted curve at half-maximal effect; % is scaled to controls: 0 for no effect and ±100 for the full control effect; nearly all actives have a fitted effect of over 60% in size
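72 h, 37 °C compound treatment of KB-3-1 parental cells; CellTiter-Glo added, 10 min, luminescence read. Data corrected against DMSO-only plates and normalized before curve fitting.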
KB-V1 cytotox: qHTS assay for MDR1-selective chemotherapeutics: Primary screen using the drug-selected MDR subline cells KB-V1. KB-V1 MDR cells viability, CellTiter-Glo, 72 h. hit rate 3.4% among 400,000. Potency, µM (doses to about 46.1 µM), without a hit: top-dose activity change, negative = cytotoxicity, actives largely listed as cytotoxic; also: potency is read from the fitted curve at half-maximal effect; % is scaled to controls: 0 for no effect and ±100 for the full control effect; nearly all actives have a fitted effect of over 60% in size
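qHTS viability screen in drug-selected KB-V1 MDR cells: 72 h compound treatment at 37 degrees C, ATP luminescence end point.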
IL-1B inflam inh: qHTS for Inhibitors of Inflammasome Signaling: IL-1-beta AlphaLISA Primary Screen. THP-1 LPS/ATP IL-1B secretion, AlphaLISA, 16 h; hits give low values. activity change, % at 57.5 µM. hit rate 4.7% among 360,000. AID 743279, 2014; in the data active = activity change below about -50%; inconclusive = mostly about -30% to -49%; also: % is scaled to controls: 0 for no effect and ±100 for the full control effect
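Secreted IL-1B measured by AlphaLISA bead assay after 16 h compound exposure of THP-1 cells; compounds (final up to 57.5 uM) added 1 h before LPS (250 ng/mL) and ATP (1.25 mM) stimulation; lower signal means less secretion.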
The depositor's hits bear a star; i = inactive; ? = inconclusive; . = not tested or not shown; [ ] = another dose, or the depositor's remark. Unless noted, calls follow the shape of the dose curve; as a rule, active = well fitted curve in the direction sought with a large enough effect; inconclusive = small, poorly fitted or top-dose-only effect, or another doubt; inactive = no such curve, though single readings can be large; an effect the other way counts as inactive or inconclusive.

Below each SMILES: HT1080 IDH1KD tx | HT1080NT lethal | IL-1B inflam inh | KB-V1 cytotox | ATXN2 expr inh | SW480 rerep | WRN helicase inh | KB-3-1 tox | MCF10A rerep
> COCC(=O)Nc1ccc(OC)c(Cl)c1
    10% | ? | -4 | 3% | -10%[11.3 µM] | 7% | 1% | 0% | -1%
> COc1cccc(C(=O)N(C)C(C)c2nc3ccccc3s2)c1 (configuration not stated)
    -2% | 3% | -21 | 2% | -27% | -6% | -3% | -1% | 11%
> O=c1[nH]nc(SCCS(=O)(=O)c2ccc(F)cc2)n1-c1ccc2c(c1)OCCO2
    ? | -17% | -92* | 24% | 27% | ? | 1% | -7% | ?
> O=C1CCC(=O)N1c1ccc(NCc2ccccc2Cl)c([N+](=O)[O-])c1
    -2% | 2% | -22 | 0% | 3% | 0% | 1% | 13% | 5%
> O=C(O)c1ccc(C(=O)O)c(C(=O)c2ccccc2)c1
    11% | 21% | -13 | 18% | 8% | -12% | -4% | 0% | -1%
> CC1CCCCN1CC(=O)Nc1ccc(N2CCCCCC2)cc1 (configuration not stated)
    -2% | -1% | -5 | ? | 3% | 18% | -9% | -1% | ?
> CCC(=O)Nc1cc(-c2nn(C)c(=O)c3ccccc23)ccc1N1CCCCC1
    3% | 6% | 25 | ? | 3% | 2% | 0% | ? | ?
> O=C(NC1CCCC1)C1CC(=O)N(c2ccc(F)c(Cl)c2)C1 (configuration not stated)
    22% | 4% | 13 | -7% | 6% | ? | -2% | 18% | 0%
> O=C(O)C1CCCCC1C(=O)NCc1cn2ccccc2n1 (configuration not stated)
    3% | 11% | 2 | 0% | 9% | -4% | 3% | 12% | 2%
> COc1ccc(/C=C2/CCOC2=O)cc1
    10% | 8% | -13 | 1% | 10% | -5% | -6% | 9% | 0%
> Cc1onc(-c2ccccc2)c1C(=O)NCc1ccc(F)cc1
    -2% | -17% | -3 | -13% | 5% | -16% | -2% | -1% | -2%
> Cc1cccc(C)c1NC(=O)Nc1ccc(S(N)(=O)=O)cc1
    0% | 3% | -3 | 1% | . | -18% | -6% | -2% | -2%
> N#Cc1c(/N=C/c2ccc(-c3ccc(C(=O)O)c(Cl)c3)o2)sc2c1CCCC2
    3% | 0% | -9 | . | 4% | -3% | -31% | . | -32%[inhibitor]
> CCOc1ccccc1NC(=O)Cn1c(=O)n(-c2ccccc2)c(=O)c2oc3ccccc3c21
    3% | 10% | 17 | ? | -31% | -50%[inhibitor] | 1% | -14% | -1%
> C=CCN(CC=C)S(=O)(=O)c1ccc(NC(=S)NC(=O)c2ccc(-c3ccccc3)cc2)cc1
    -11% | 0% | -2 | ? | -9% | 6% | -32%[57.1 µM] | ? | 12%

The closing 7 records of the section above lead into the next.
Below each SMILES: HT1080 IDH1KD tx | HT1080NT lethal | IL-1B inflam inh | KB-V1 cytotox | ATXN2 expr inh | SW480 rerep | WRN helicase inh | KB-3-1 tox | MCF10A rerep
> O=C(O)C1CCCCC1C(=O)NCc1cn2ccccc2n1 (configuration not stated)
    3% | 11% | 2 | 0% | 9% | -4% | 3% | 12% | 2%
> COc1ccc(/C=C2/CCOC2=O)cc1
    10% | 8% | -13 | 1% | 10% | -5% | -6% | 9% | 0%
> Cc1onc(-c2ccccc2)c1C(=O)NCc1ccc(F)cc1
    -2% | -17% | -3 | -13% | 5% | -16% | -2% | -1% | -2%
> Cc1cccc(C)c1NC(=O)Nc1ccc(S(N)(=O)=O)cc1
    0% | 3% | -3 | 1% | . | -18% | -6% | -2% | -2%
> N#Cc1c(/N=C/c2ccc(-c3ccc(C(=O)O)c(Cl)c3)o2)sc2c1CCCC2
    3% | 0% | -9 | . | 4% | -3% | -31% | . | -32%[inhibitor]
> CCOc1ccccc1NC(=O)Cn1c(=O)n(-c2ccccc2)c(=O)c2oc3ccccc3c21
    3% | 10% | 17 | ? | -31% | -50%[inhibitor] | 1% | -14% | -1%
> C=CCN(CC=C)S(=O)(=O)c1ccc(NC(=S)NC(=O)c2ccc(-c3ccccc3)cc2)cc1
    -11% | 0% | -2 | ? | -9% | 6% | -32%[57.1 µM] | ? | 12%
> Cc1ccc(C2SCCN2C(=O)c2ccc([N+](=O)[O-])cc2)cc1 (configuration not stated)
    -10% | -1% | -13 | -17% | 4% | -2% | -12% | 0% | ?
> CCOC(=O)C1=C(C)N(C)C(=O)NC1c1c(OC)ccc2ccccc12 (configuration not stated)
    -16% | -14% | 28 | ? | 6% | 0% | 7% | -1% | -2%
> CCCNC(=O)CSc1nccn1Cc1ccco1
    10% | 11% | 1 | -3% | -3% | -2% | 2% | -7% | 1%
> COc1cc(NC(=O)CCc2ccccc2)c(C(=O)O)cc1OC
    1% | -1% | 37 | -2% | -8% | 1% | -11% | -7% | -11%
> CCc1ccccc1-n1c(-c2ccncc2)n[nH]c1=S
    30% | 9% | 34 | -14% | 1% | -3% | 3% | 1% | 5%
> COC(=O)/C=C1\SC(=NC(=O)c2ccc(OC)cc2)NC1=O
    1% | 5% | 30 | 30% | 9% | -4% | -23% | -19% | -2%
> O=C(CSc1ncnc2c1oc1ccccc12)NCc1ccc(F)cc1
    0% | 9% | 20 | ? | 3% | -16% | 3% | ? | 2%
> Cc1ccc(-c2nn(-c3cc(Cl)ccc3[N+](=O)[O-])c(=O)c3ccccc23)cc1C
    -5% | -4% | -27 | -13% | -9% | ? | 6% | -7% | 30%
> CCN1C(=O)[C@H]2[C@@H](c3ccc(C(F)(F)F)cc3)N[C@]3(CCCN(Cc4cccn4C)C3=O)[C@H]2C1=O
    3% | -13% | -6 | -1% | -7% | . | 0% | -7% | .
> CC(NC(=O)C1CCCN(S(=O)(=O)c2ccc(-n3cnnn3)cc2)C1)c1ccc(F)cc1 (configuration not stated)
    -24% | 0% | 52 | 4% | -6% | -10% | -9% | 11% | -2%
> CCOc1cccc2cc(C(=O)NCc3ccc(OC)cc3)c(=N)oc12
    -5% | 0% | -3 | . | 4% | 0% | -21% | . | 10%
> CC(C)(C)NC(=O)c1ccc(NC(=O)CSc2ccccc2)cc1
    -10% | -6% | 21 | -1% | 2% | 3% | 1% | 2% | -47%[inhibitor]
> COc1ccccc1N(Cc1ccccc1)S(=O)(=O)c1cccc(C(=O)NC2CC(C)(C)NC(C)(C)C2)c1
    -24% | -25% | ? | 6% | ? | ? | 4% | ? | ?
> CSc1ncc(CN2CCN(C3CCCCC3)C(CCO)C2)cn1 (configuration not stated)
    3% | 3% | 30 | 7% | 10% | -4% | -1% | 19% | ?
> COc1ccc2cc3c(N)nn(C(=O)C4CCC(C(C)(C)C)CC4)c3nc2c1 (configuration not stated)
    6% | 15% | -86* | ? | 22% | 7% | -6% | ? | ?

Profiles from above. Order of values: HT1080 IDH1KD tx, HT1080NT lethal, IL-1B inflam inh, KB-V1 cytotox, ATXN2 expr inh, SW480 rerep, WRN helicase inh, KB-3-1 tox, MCF10A rerep
CCN1C(=O)[C@H]2[C@@H](c3ccc(C(F)(F)F)cc3)N[C@]3(CCCN(Cc4cccn4C)C3=O)[C@H]2C1=O in the list: 3%, -13%, -6, -1%, -7%, ., 0%, -7%, .
COc1cc(NC(=O)CCc2ccccc2)c(C(=O)O)cc1OC in the list: 1%, -1%, 37, -2%, -8%, 1%, -11%, -7%, -11%

Next part
Below each SMILES: HT1080 IDH1KD tx | HT1080NT lethal | IL-1B inflam inh | KB-V1 cytotox | ATXN2 expr inh | SW480 rerep | WRN helicase inh | KB-3-1 tox | MCF10A rerep
> CC1(C)CC(=O)C(C(c2ccncc2)C2C(=O)CC(C)(C)CC2=O)C(=O)C1
    0% | 2% | -1 | 9% | -8% | 6% | -13% | -2% | 1%
> O=C(Nc1cccc(-c2cnc3ccccc3n2)c1)c1ccccc1
    8% | 15% | 31 | 5% | -1% | 3% | 5% | -3% | 1%
> COc1cc(N2CN=c3s/c(=C\c4ccccn4)c(=O)n3C2)cc(OC)c1OC
    1% | 5% | -18 | -2% | 9% | -7% | -11% | 9% | -17%
> COc1ccc(NC(=O)NNC(=O)COc2ccc3cc(Br)ccc3c2)cc1OC
    1% | -4% | ? | -7% | 4% | 18% | 3% | -6% | 2%
> CSc1ccc(NC(=O)C2(C)CCN2C(=O)c2sccc2C)cc1 (configuration not stated)
    -7% | 5% | -71* | -3% | -6% | . | 0% | 0% | .
> COc1ccc2cnnc(SCC(=O)Nc3ccccc3)c2c1OC
    0% | 0% | -58* | 2.9µM* | 4% | -6% | -7% | -5% | -8%
> Cc1c(CN2CCC(Oc3ccc(C(=O)N4CCCCC4)cc3)CC2)cnn1C
    11% | 0% | i | ? | -5% | -6% | -25% | 16% | 1%
> CCOc1ccc(Br)cc1C(=O)N/N=C/c1cccc(C)n1
    26% | 9% | 12 | 12% | . | -1% | 0% | -1% | 18µM*
> COc1ccc(S(=O)(=O)N2CCCCC2)cc1NC(=O)C1COc2ccccc2O1 (configuration not stated)
    -13% | -9% | 0 | ? | -1% | 4% | -14% | -9% | 3%
> CCc1nc2c(OCc3cc(Cl)cc(Cl)c3)cccn2c1N(C=O)Cc1ccc(OC)cc1
    ? | ? | -79* | ? | ? | . | -7% | ? | .
